# Assay outcomes from PubChem BioAssay.
# PrPC surface inh: reduces human prion protein on the cell surface; 370,000 tested, 0.43% active; P04156; inhibition, % at 13.8 µM; cell surface PrPC, TR-FRET read-out; in the data active = inhibition above about 24%; note: 0% = median of the test wells and 100% = reference compound wells
# SARS 3CLpro inh: SARS-CoV 3CLpro protease inhibition; P0C6X7; 290,000 tested, 0.14% active; recombinant SARS-CoV 3CLpro, quenched FRET peptide cleavage; inhibition, % at 6 µM; in the data active = inhibition above about 12%
# BoNT F protease: inhibitors of Botulinum neurotoxin F light chain protease; Multiplex microsphere protease cleavage assay, flow cytometry; inhibition, % at 10 µM; 360,000 tested, 0.22% active; in the data active = inhibition above about 35%, passing the limit was not always enough; inconclusive = no clear call, values can overlap the other calls; note: plate controls were buffer without enzyme for full effect and enzyme alone for no effect
# SSB-PriA inh: blocks PriA binding to SSB C-terminal tail; AlphaScreen SSBct-PriA binding, biotinylated peptide; inhibition, % at 33 µM; 430,000 tested, 0.6% active; AID 1272365; in the data active = inhibition mostly above about 37%, no sharp cut-off; inactive = mostly below about 20%;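 note: plate controls were negative control peptide for no effect and reference peptide for full effect; strong numbers were not always called active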
# CCHFV vOTU inh: blocks the CCHF virus ovarian tumor domain protease | CCHFV vOTU protease, Pep-AMC fluorescence | inhibition, % at 11.5 µM | 370,000 tested, 0.55% active | AID 651958; in the data active = inhibition above about 30%; note: 0% = vehicle wells with enzyme and 100% = no enzyme wells
# DUSP3 inh: blocks human VHR1 dual specificity phosphatase. P51452. recombinant VHR phosphatase, pNPP absorbance. inhibition, % at 13.3 µM. 290,000 tested, 0.52% active. AID 1654; in the data active = inhibition above about 50%; note: some compounds called inactive have numbers as strong as hits
# Target sequence (P51452 whole entry, looked up): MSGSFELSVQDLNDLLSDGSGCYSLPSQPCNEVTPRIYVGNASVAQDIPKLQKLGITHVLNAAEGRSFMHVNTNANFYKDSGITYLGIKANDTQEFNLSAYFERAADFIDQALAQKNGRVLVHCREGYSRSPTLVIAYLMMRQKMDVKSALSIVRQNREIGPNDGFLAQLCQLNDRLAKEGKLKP
# Anthrax LF inh2: blocks Bacillus anthracis lethal factor protease. multiplex microsphere protease cleavage assay, LF. AID 588501. inhibition, % at 10 µM. P15917. 360,000 tested, 0.12% active; note: plate controls were buffer without enzyme for full effect and enzyme alone for no effect
# Rv3671c protease: inhibits the M. tuberculosis serine protease Rv3671c; P9WHR9; inhibition, % at 5.96 µM; 320,000 tested, 0.048% active; AID 2606; in the data active = inhibition above about 38%;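 note: extracellular domain of Rv3671c used as enzyme; 0% = enzyme with DMSO and 100% = no enzyme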
# Target sequence (P9WHR9 whole entry, looked up, the tested form may be a part): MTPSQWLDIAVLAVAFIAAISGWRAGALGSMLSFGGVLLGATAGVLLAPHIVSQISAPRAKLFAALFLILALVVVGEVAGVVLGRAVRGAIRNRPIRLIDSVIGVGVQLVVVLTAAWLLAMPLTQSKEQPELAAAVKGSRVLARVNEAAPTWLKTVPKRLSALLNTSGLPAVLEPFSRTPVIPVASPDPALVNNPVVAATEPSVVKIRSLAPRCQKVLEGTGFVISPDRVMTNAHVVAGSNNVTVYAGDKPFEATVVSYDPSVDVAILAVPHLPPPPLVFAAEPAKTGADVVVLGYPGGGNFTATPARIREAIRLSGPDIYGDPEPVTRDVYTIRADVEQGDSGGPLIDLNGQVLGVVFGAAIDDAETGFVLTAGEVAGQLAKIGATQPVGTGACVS
# MazF activator: MazEF (E. coli) toxin RNase activation | P0AE70 | FAM/BHQ RNA-DNA oligo cleavage fluorescence, 5 h | activation, % at 20 µM | 350,000 tested, 0.32% active | AID 504720; in the data active = activation above about 50%
# Target sequence (P0AE70 whole entry, looked up): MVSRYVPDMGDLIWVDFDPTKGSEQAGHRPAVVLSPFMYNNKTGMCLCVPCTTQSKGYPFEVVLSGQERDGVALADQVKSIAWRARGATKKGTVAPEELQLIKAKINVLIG
# BoNT A protease: BoNT A light chain protease inhibition; multiplex microsphere protease substrate cleavage, flow cytometry; inhibition, % at 10 µM; 360,000 tested, 0.17% active; AID 588499; note: plate controls were buffer without enzyme for full effect and enzyme alone for no effect
# An asterisk follows results filed as active; ? = inconclusive; · = not tested or not shown. Cut-off read from the data, not from the text of the source, unless noted: active = inhibition above about 30%; inconclusive = no clear call, values can overlap the other calls; inactive = below that. Not all compounds are listed; the hit share may differ from the screen's.
1: CN(C)S(=O)(=O)c1cccc(COc2cccnc2[N+](=O)[O-])c1
2: CCOc1ccc(OCCC(=O)OCC(=O)Nc2ccc(Cl)cn2)cc1
3: Cc1c(C)c2ccc(OCC(=O)N(C)C3CCS(=O)(=O)C3)c(C)c2oc1=O (centres undefined)
4: Cc1ccsc1C1C(C#N)=C(N)OC2=C1C(=O)CC(C)C2 (centres undefined)
5: CCc1ccc(C2CC(c3ccc(Cl)cc3)n3nc(N)nc3N2)cc1 (centres undefined)
6: N[C@@H](Cc1ccccc1)c1nnc2sc(SCc3ccccc3)nn12

assay / compound	1	2	3	4	5	6
PrPC surface inh	-19	-8	0	-1	-10	-1
SARS 3CLpro inh	-8	·	-4	3	1	-6
BoNT F protease	3	-8	-1	-4	-3	-4
SSB-PriA inh	1	-3	-6	-12	0	8
CCHFV vOTU inh	5	2	-13	7	9	-1
DUSP3 inh	31	·	34	18	12	-4
Anthrax LF inh2	-2	0	-2	-7	-9	2
Rv3671c protease	-9	3	-3	-1	7	-3
MazF activator	-1	-4	-7	-9	-19	-5
BoNT A protease	-1.7	-2.1	-2.0	-1.5	0.2	0.3

7: O=C(O)c1ccc(-c2ccc(OS(=O)(=O)c3ccccc3F)cc2)cc1
8: CC(=O)N/C(=C\c1ccccc1)C(=O)OCc1cccc(S(=O)(=O)N(C)C)c1
9: CCC(CC)C1C(C#N)=C(N)SC(N)=C1C#N
10: O=C(CCc1ccc(S(=O)(=O)N2CCOCC2)cc1)NN=C1CCCCCCC1
11: O=C1C(=O)N(CCOCCO)C(c2ccccn2)/C1=C(\O)c1ccccc1 (centres undefined)
12: CC(NC(=O)C1CCCC1)c1ccc2c(c1)OCCO2 (centres undefined)

assay / compound	7	8	9	10	11	12
PrPC surface inh	3	-3	1	-2	-10	-6
SARS 3CLpro inh	2	-2	1	2	1	-1
BoNT F protease	8	-14	4	3	-10	?
SSB-PriA inh	-10	-3	-3	0	·	1
CCHFV vOTU inh	-7	3	-14	9	3	11
DUSP3 inh	-16	11	18	-22	-2	21
Anthrax LF inh2	-2	0	-5	0	-2	5
Rv3671c protease	-2	·	-15	9	-6	1
MazF activator	1	0	-3	5	-12	9
BoNT A protease	-0.6	-0.7	-0.8	-0.5	-1.2	0.1

13: CCC(C)c1ccc(NC(=O)COC(=O)CCNC(=O)c2ccco2)cc1 (centres undefined)
14: CC(C)(C)OC(=O)NNC(=O)c1ccc(Cl)cc1
15: COc1ccc(OC)c(CN2CCN(C(=O)c3ccc(NS(=O)(=O)c4cccc([N+](=O)[O-])c4)cc3)CC2)c1
16: Cc1ccc(NC(=O)NNC(=O)COc2ccc(Cl)cc2)cc1
17: CCOc1ccc(S(=O)(=O)N2CCN(C(=S)NCc3ccccc3)CC2)cc1
18: O=C(O)Cn1cc(C(=S)N2CCCCC2)c2ccccc21

assay / compound	13	14	15	16	17	18
PrPC surface inh	-4	8	-20	0	-2	-8
SARS 3CLpro inh	·	2	·	·	-2	3
BoNT F protease	2	9	11	5	4	-18
SSB-PriA inh	-4	-21	4	-3	-7	7
CCHFV vOTU inh	4	3	-1	6	-2	6
DUSP3 inh	·	19	·	·	-7	-7
Anthrax LF inh2	7	-2	3	1	5	-12
Rv3671c protease	7	3	-1	-7	-5	-3
MazF activator	1	0	-1	2	1	1
BoNT A protease	0.4	0.0	0.4	1.2	1.7	-5.9

19: Cc1ccc(C)c(S(=O)(=O)NC(C)C(=O)NCc2ccccn2)c1 (centres undefined)
20: COc1ccccc1C(=O)OC(C)CN1CCN(C)CC1 (centres undefined)
21: Cc1ccc2c(c1)N(CC(=O)NCCc1ccc(Cl)cc1)C(=O)c1cccnc1O2
22: CCc1ccc2c(c1)C1(NN=C(c3cccc4ccccc34)S1)C(=O)N2 (centres undefined)
23: O=C(CNC(=O)c1ccc(Cl)cc1Cl)OCC(=O)c1ccc2c(c1)OCCO2
24: Nc1ccc(CSc2ccccc2)cc1

assay / compound	19	20	21	22	23	24
PrPC surface inh	7	-4	6	-3	0	11
SARS 3CLpro inh	3	-3	4	3	5	·
BoNT F protease	-5	?	-10	-14	-4	2
SSB-PriA inh	-4	7	-17	·	-8	-4
CCHFV vOTU inh	3	4	-8	2	0	-11
DUSP3 inh	6	-29	9	27	6	·
Anthrax LF inh2	-1	3	-13	6	0	-7
Rv3671c protease	11	3	-11	-1	1	·
MazF activator	9	-4	-1	·	0	1
BoNT A protease	-3.3	-1.2	-1.2	1.6	-0.1	-0.4

25: CC(C)OCCCNC(=O)CN1C(=O)CSc2ccc(S(=O)(=O)N3CCOCC3)cc21
26: Cc1nn(CC(=O)Nc2ccc(S(=O)(=O)N(C)C)cc2)c(C)c1[N+](=O)[O-]
27: COc1ccc(S(=O)(=O)Nc2c(C)nc3nc(C)[nH]n3c2=O)cc1
28: CC(C)(CNC(=O)c1cc(=O)[nH]c2ccccc12)N1CCOCC1
29: Cc1ccc(CSCCNC(=O)CN(c2ccc(F)cc2)S(C)(=O)=O)cc1
30: COc1ccc(OCC(=O)OCCN(C)C)cc1

assay / compound	25	26	27	28	29	30
PrPC surface inh	7	5	0	-6	1	2
SARS 3CLpro inh	·	7	-2	-4	5	5
BoNT F protease	4	5	18	-10	-20	1
SSB-PriA inh	·	-5	-9	-13	-1	-12
CCHFV vOTU inh	7	-5	19	3	-6	-2
DUSP3 inh	·	26	5	10	15	-10
Anthrax LF inh2	-1	2	-7	0	3	0
Rv3671c protease	·	-6	4	1	-5	2
MazF activator	7	-5	5	4	0	1
BoNT A protease	0.2	-0.4	-2.4	-0.5	-2.8	-0.3

31: CCOC(=O)c1c(NC(=O)Cn2c(=O)oc3ccccc32)oc(C)c1C(C)=O
32: CCN1CCCC1CNC(=O)c1cc2cc(F)ccc2[nH]1 (centres undefined)
33: O=S(=O)(c1ccc(F)c2ccccc12)N1CCCCC1
34: N#CCC1(O)C(=O)N(Cc2ccccc2)c2ccccc21 (centres undefined)
35: Cn1nnc2cc(C(=O)NCc3ccc4c(c3)OCO4)ccc21
36: O=C(c1ccc2c(c1)OCO2)C1CCCN(C(=O)Nc2ccc(F)cc2F)C1 (centres undefined)

assay / compound	31	32	33	34	35	36
PrPC surface inh	-3	2	-5	-3	-4	2
SARS 3CLpro inh	-3	6	-3	·	-14	4
BoNT F protease	-17	-11	0	-5	10	·
SSB-PriA inh	-13	11	-24	·	-17	-10
CCHFV vOTU inh	4	2	8	-2	6	-4
DUSP3 inh	4	20	3	·	0	4
Anthrax LF inh2	2	3	-10	-10	1	·
Rv3671c protease	1	7	-6	·	-1	19
MazF activator	1	7	-2	·	6	-9
BoNT A protease	0.5	-2.5	-0.4	-0.2	-0.5	·

37: O=C(COc1ccccc1)N1CCN(Cc2c[nH]c3ccccc23)CC1
38: CCOC(=O)C(NCCc1ccc(F)cc1)(NC(=O)CC)C(F)(F)F (centres undefined)
39: Cc1nc2ccc(C(=O)Nc3ccccc3Cl)cc2s1
40: COc1cccc(NC(=O)CN(C)CC(=O)Nc2cccc(C(F)(F)F)c2)c1
41: Cc1c(Cl)cccc1N(CC(=O)N1CCCCCC1)S(C)(=O)=O
42: CC(NC(=O)Cc1ccsc1)c1ccc(S(N)(=O)=O)cc1 (centres undefined)

assay / compound	37	38	39	40	41	42
PrPC surface inh	5	1	-1	-5	7	-5
SARS 3CLpro inh	-2	3	1	4	-4	0
BoNT F protease	-4	-9	?	-8	5	-4
SSB-PriA inh	-3	-4	-12	5	0	-6
CCHFV vOTU inh	-8	3	12	19	-1	5
DUSP3 inh	26	7	39	-33	36	15
Anthrax LF inh2	0	-2	0	-1	5	6
Rv3671c protease	11	-9	·	2	1	5
MazF activator	-5	7	3	3	-15	1
BoNT A protease	0.1	-1.1	3.3	-0.7	1.7	0.8

43: O=C(N/N=C/c1cccs1)C(=O)Nc1cccc(Cl)c1
44: CCOC(=O)C(C)C1(O)c2ccccc2-c2ncccc21 (centres undefined)
45: COc1ccc(OC)c(NC(=O)COC(=O)Cn2nnc(-c3ccccc3)n2)c1
46: Cc1ccc(Br)c(NS(=O)(=O)c2cccc(C(=O)N3CCNC(=O)C3)c2)c1
47: CC(CC(F)(F)F)N1CCC(n2nccc2NC(=O)CCCc2ccccc2)CC1 (centres undefined)
48: CN1CCN(C(=O)CSc2nc(-c3cccs3)ccc2C#N)CC1

assay / compound	43	44	45	46	47	48
PrPC surface inh	5	-1	-2	7	-6	-7
SARS 3CLpro inh	-1	-3	·	·	-2	-1
BoNT F protease	6	-8	9	-3	11	-2
SSB-PriA inh	·	-2	-9	-4	-21	16
CCHFV vOTU inh	11	-5	-3	-5	-3	-27
DUSP3 inh	22	4	·	·	1	-2
Anthrax LF inh2	1	-2	5	1	-1	10
Rv3671c protease	5	-3	8	-3	7	-2
MazF activator	11	-2	7	-2	-5	-7
BoNT A protease	0.4	?	0.6	3.1	2.7	7.9

49: Cc1ccc(S(=O)(=O)N2CCN(CC(O)CN3CCOCC3)CC2)cc1 (centres undefined)
50: O=C(Nc1ccccn1)c1ccc(S(=O)(=O)N2CCCCCC2)cc1
51: O=C(CSc1ncnc2scc(-c3ccc(F)cc3)c12)c1ccc2c(c1)OCCO2
52: Cc1cccnc1NC(=O)c1ccc(S(=O)(=O)N2CCCCC2)cc1
53: Cc1cc2c(c(CO)c1CCO)C(=O)[C@@H](C)[C@@H]2O
54: COc1ccccc1N1C(=O)c2ccccc2NC1c1ccc(O)cc1 (centres undefined)
55: CC(=O)Oc1c(C)c(C)c2c(c1C)CC[C@@](C)(CCC[C@H](C)CCC[C@H](C)CCCC(C)C)O2
56: Cc1cc2c(cc1C)NC(C)CC(=O)N2 (centres undefined)

assay / compound	49	50	51	52	53	54	55	56
PrPC surface inh	4	1	8	6	2	2	2	-2
SARS 3CLpro inh	·	·	-5	·	·	3	·	·
BoNT F protease	1	19	-4	7	-3	-24	-2	2
SSB-PriA inh	-6	-10	-9	12	-8	-14	0	-13
CCHFV vOTU inh	-3	-5	9	4	-8	-76	22	11
DUSP3 inh	·	·	-5	·	·	-7	·	·
Anthrax LF inh2	-3	6	2	0	3	-13	5	-9
Rv3671c protease	-4	-3	-21	2	5	3	4	·
MazF activator	-7	5	-12	6	6	2	-8	-3
BoNT A protease	-0.9	4.8	-0.2	1.2	0.2	-0.2	0.5	-0.3

# An excerpt from above in order of length of the SMILES, rising.
56: Cc1cc2c(cc1C)NC(C)CC(=O)N2 (centres undefined)
54: COc1ccccc1N1C(=O)c2ccccc2NC1c1ccc(O)cc1 (centres undefined)
53: Cc1cc2c(c(CO)c1CCO)C(=O)[C@@H](C)[C@@H]2O
52: Cc1cccnc1NC(=O)c1ccc(S(=O)(=O)N2CCCCC2)cc1
49: Cc1ccc(S(=O)(=O)N2CCN(CC(O)CN3CCOCC3)CC2)cc1 (centres undefined)
47: CC(CC(F)(F)F)N1CCC(n2nccc2NC(=O)CCCc2ccccc2)CC1 (centres undefined)
45: COc1ccc(OC)c(NC(=O)COC(=O)Cn2nnc(-c3ccccc3)n2)c1
51: O=C(CSc1ncnc2scc(-c3ccc(F)cc3)c12)c1ccc2c(c1)OCCO2

assay / compound	56	54	53	52	49	47	45	51
PrPC surface inh	-2	2	2	6	4	-6	-2	8
SARS 3CLpro inh	·	3	·	·	·	-2	·	-5
BoNT F protease	2	-24	-3	7	1	11	9	-4
SSB-PriA inh	-13	-14	-8	12	-6	-21	-9	-9
CCHFV vOTU inh	11	-76	-8	4	-3	-3	-3	9
DUSP3 inh	·	-7	·	·	·	1	·	-5
Anthrax LF inh2	-9	-13	3	0	-3	-1	5	2
Rv3671c protease	·	3	5	2	-4	7	8	-21
MazF activator	-3	2	6	6	-7	-5	7	-12
BoNT A protease	-0.3	-0.2	0.2	1.2	-0.9	2.7	0.6	-0.2

46: Cc1ccc(Br)c(NS(=O)(=O)c2cccc(C(=O)N3CCNC(=O)C3)c2)c1
55: CC(=O)Oc1c(C)c(C)c2c(c1C)CC[C@@](C)(CCC[C@H](C)CCC[C@H](C)CCCC(C)C)O2

assay / compound	46	55
PrPC surface inh	7	2
SARS 3CLpro inh	·	·
BoNT F protease	-3	-2
SSB-PriA inh	-4	0
CCHFV vOTU inh	-5	22
DUSP3 inh	·	·
Anthrax LF inh2	1	5
Rv3671c protease	-3	4
MazF activator	-2	-8
BoNT A protease	3.1	0.5
